NCI-60 one-dose screen, 48 h, at 10 µM unless noted. Numbers give growth in % (100 = growth as untreated, 0 = no growth, -100 = all killed).
A549/ATCC: A549/ATCC NSCLC; 81,000 tested, 3.7% active; AID 1794740
LOX IMVI: LOX IMVI melanoma; AID 1794757; 79,000 tested, 7.4% active
HOP-92: HOP-92 NSCLC cells; 71,000 tested, 6.3% active
HOP-62: HOP-62 NSCLC | 80,000 tested, 3.9% active
M14: M14 melanoma | 80,000 tested, 6.2% active | AID 1794745
CCRF-CEM: CCRF-CEM leukemia. 77,000 tested, 7% active
EKVX: EKVX NSCLC; 71,000 tested, 3% active; AID 1794765
SK-MEL-5: SK-MEL-5 melanoma; 80,000 tested, 6.4% active; AID 1794755
Starred values were filed as active, the others as inactive; / = no result given; & = joins results of further samples; [ ] = remark or other dose. Rule for the calls: active = growth percent below 10; inactive = the rest.

SMILES | A549/ATCC | LOX IMVI | HOP-92 | HOP-62 | M14 | CCRF-CEM | EKVX | SK-MEL-5
COc1ccc2c(c1)oc1c3[nH]c4ccccc4c3c3c(c21)C(=O)N(O)C3=O | 74 | -76* | 99 | 13 | 30 | 6.7* | 93 | -22*
O=S(=O)(Nc1ccc(Cl)nn1)c1ccc(NC(=S)Nc2ccc(Cl)c(Cl)c2)cc1 | 102 | 115 | 120 | 101 | / | 99 | 90 | 107
COc1ccc(-c2nc3ccccc3[nH]2)cc1 | 104 | 105 | 100 | 99 | 104 | 103 | 95 | 100
Cc1ccc(NC(=O)N[C@@H](Cc2cc(F)cc(F)c2)C(=O)N[C@@H]2C(=O)N3CCC[C@H]3C(=O)N3CCOC[C@H]3C(=O)N[C@@H](C)C(=O)N3C[C@H](C)C[C@H]3C(=O)O[C@H]2C)cc1 | 27 | 38 | 39 | 27 | 27 | 58 | 31 | 11
CC(=O)C1=C(C)NC(NNC(=O)Nc2ccc(Cl)cc2)=NC1c1ccc(Cl)cc1 (stereo not drawn) | 108 | 107 | 106 | 98 | / | 101 | 102 | 103
Cc1nn(-c2ccc(Cl)cc2)c2ncnc(N/N=C/c3cccc(O)c3)c12 | 68 | 17 | 30 | 50 | 50 | 14 | 52 | 39
COc1cccc(-c2nc3occn3c2-c2ccnc(NCCNS(=O)(=O)c3cccc(F)c3)n2)c1 | 93 | 90 | 87 | 119 | 104 | 91 | 96 | 90
COc1ccc(NC(=O)Cn2ccc(Nc3ccccc3)cc2=O)cc1 | 97 | / | 105 | 91 | 97 | 99 | / | 94
COc1ccc(Nc2ccc(N)cc2)cc1 | 97 | 106 | 102 | 100 | 105 | 98 | 99 | 100
CCCCCCN1C(=O)C2CCC(=O)N2C1N(C)C (stereo not drawn) | 109 | 96 | 108 | 106 | 101 | 95 | 98 | 103
CC(C)(CO)C(O)C(=O)NCCO (stereo not drawn) | 78 | 98 | 99 | 95 | 101 | 100 | 104 | 103
C=NC(C(=O)NC1C(=O)N2C1SC(C)(C)C2C(=O)O)c1ccccc1 (stereo not drawn) | 102 | 103 | / | 110 | 106 | / | 99 | 116
CN(CC(=O)Nc1nc2ccccc2[nH]1)S(=O)(=O)c1ccc(Cl)cc1 | 111 | 65 | / | 69 | 96 | 45 | 95 | 84
COc1cc(/C=C2/C(=O)Nc3ccc(Cl)cc32)ccc1O | 96 | 78 | 65 | 83 | 82 | 77 | 14 | 68
O=C(Cn1c(/C=C/c2cccc(Br)c2)nc2ccccc2c1=O)Nc1ccccc1 | 35 | 56 | 91 | 89 | 82 | 98 | 102 | 96

Entries of single compounds, looked up by structure. Order of screens: A549/ATCC, LOX IMVI, HOP-92, HOP-62, M14, CCRF-CEM, EKVX, SK-MEL-5
`O=C(Cn1c(/C=C/c2cccc(Br)c2)nc2ccccc2c1=O)Nc1ccccc1` as listed: 35, 56, 91, 89, 82, 98, 102, 96
`COc1ccc(Nc2ccc(N)cc2)cc1` as listed: 97, 106, 102, 100, 105, 98, 99, 100
`Cc1nn(-c2ccc(Cl)cc2)c2ncnc(N/N=C/c3cccc(O)c3)c12` as listed: 68, 17, 30, 50, 50, 14, 52, 39
`COc1ccc(NC(=O)Cn2ccc(Nc3ccccc3)cc2=O)cc1` as listed: 97, /, 105, 91, 97, 99, /, 94
`COc1ccc(-c2nc3ccccc3[nH]2)cc1` as listed: 104, 105, 100, 99, 104, 103, 95, 100

Following part:
SMILES | A549/ATCC | LOX IMVI | HOP-92 | HOP-62 | M14 | CCRF-CEM | EKVX | SK-MEL-5
CCOC(=O)N1CCc2c(sc3c2C(=O)N[C@H](c2ccco2)N3)C1 | 73 | 102 | 109 | 90 | 103 | 92 | 108 | 108
COc1cc2nc(Nc3ccc(F)cc3)nc(N)c2cc1OC | 93 | 101 | 64 | 112 | 107 | 81 | 106 | 90
O=C(Nc1nc(-c2ccccc2)nc2c1sc(=S)n2-c1ccccc1)C(F)(F)F | 75 | 84 | 81 | 101 | 101 | 81 | 97 | 90
Nc1[nH]nc(Nc2cccc(Cl)c2Cl)c1C(=O)c1cccs1 | 66 | 87 | 71 | 86 | 92 | 76 | / | 63
COC(=O)[C@@H](CC(C)C)N1CC=CCN(OCc2ccccc2)S1(=O)=O | 94 | 96 | 89 | 100 | 106 | 99 | 101 | 102
NC(=O)Nc1ccc(S(=O)(=O)c2ccc(N)cc2)cc1 | 105 | 106 | 96 | 103 | 105 | 100 | 107 | 116
NC(=O)c1cnc2ccc(C(=O)/C=C/c3ccc(Cl)cc3)cc2c1Nc1ccc(Cl)cc1 | 101 | 94 | 93 | 100 | 105 | 101 | / | 100
COc1cc(/C(C)=N/NC(=O)CSc2nc3ccccc3c(=O)n2Cc2ccc(S(N)(=O)=O)cc2)cc(OC)c1OC | 98 | 91 | 97 | 92 | 99 | 103 | 88 | 92
N#CC1=C(n2cccc2)NC2c3ccccc3Sc3ccccc3N2C1=N (stereo not drawn) | 103 | 105 | 69 | 74 | 93 | 90 | 102 | /
CN(C)Cc1ccc(O)c(CN(C)C)c1 | 103 | 99 | 52 | 102 | 110 | 90 | 105 | 107
O=C(O)c1ccccc1C(=O)c1ccccc1 | 116 | 101 | 129 | 88 | 103 | / | 78 | 108
CN(C)S(=O)(=O)Nc1cccc(Br)c1 | 111 | 91 | / | 88 | 97 | 128 | 101 | 99
COc1cc2c(c(OC)c1OC)C(=O)CC(c1cccc(C(=O)Nc3ccccc3Br)c1)O2 (stereo not drawn) | 98 | 84 | 68 | 97 | 91 | 69 | 99 | 80
O=C(O)c1ccc(NCCCCN2C(=O)COc3ccccc3C2=O)cc1 | 86 | 91 | 87 | 92 | 109 | 95 | 103 | 87
COc1cc2c3c(n(CCCNCC4CC4)c(=O)c2cc1OC)-c1cc2c(cc1C3=O)OCO2 | -85* | -78* | 91 | -86* | 32 | -9.4* | 66 | 53
COc1ccc(-c2cc(-c3ccc(Nc4nc(Nc5ccccc5)nc(Nc5ccc(Cl)cc5)n4)cc3)nc(N)n2)cc1 | 80 | 55 | 38 | 57 | / | 27 | 59 | 61
COc1cc2occ(-c3cc(OC)c4c(c3)OCO4)c(=O)c2cc1OC | 82 | 84 | 93 | 83 | 70 | 87 | 97 | 86
N/C(=N\N=C\c1ccc2c(c1)OCO2)N/N=C\c1ccc2c(c1)OCO2 | 108&107 | / | 100 | 101&115 | 60&100 | 45&51 | 113&113 | 112
CCCCCCc1cc(C(=O)NN)c2ccccc2n1 | 100 | 98 | 111 | 106 | 102 | 105 | 95 | 100
CC1=C(C(=O)OCC2CCN(C(=O)OC(C)(C)C)CC2)[C@@H](c2cccc(C#N)c2)C2=C(CC(C)(C)CC2=O)N1 | 36 | 9.5* | 80 | 66 | 36 | 37 | 64 | 3.6*
C=CCn1c(SCC(=O)Nc2cccc(C(=O)/C=C/c3cccc([N+](=O)[O-])c3)c2)nc2ccccc2c1=O | 94 | 73 | 82 | 108 | 84 | 95 | 96 | 99
COC(=O)c1cc(-c2ccc(OC)cc2)[nH]c1NNC(C)=O | 123 | 104 | 53 | / | / | 81 | 96 | 138
CCOC(=O)C1=C(C)N=C2Sc3cc(OC)ccc3N2C1c1ccccn1 (stereo not drawn) | 73 | 96 | 94 | 82 | 98 | 82 | 90 | 85
CCOC(=O)c1ccc(N2C(=O)c3ccc(C(=O)O)cc3C2=O)cc1 | 95 | 98 | 88 | 99 | 105 | 99 | 105 | 103
O=C1c2ccccc2C23C(=C(Br)c4cc(Br)ccc42)CCCN13 (stereo not drawn) | 84 | 87 | 72 | 95 | / | 56 | 85 | 69
COc1ccc2c(c1)O/C(=C\c1ccc([N+](=O)[O-])s1)C2=O | 34 | 16 | / | 46 | 30 | 10 | / | 60
C=CC[C@@H]1C(=O)[C@@H]2C[C@@H](O)[C@@H](O)C[C@]2(C)[C@H]2CC[C@@]3(C)C(=C12)CC[C@@H]3[C@@](C)(O)[C@H](O)CCC(C)(C)O | 89 | 105 | 92 | 93 | 109 | 93 | 102 | 99
COc1ccc2[nH]c(=O)c(/C=C/C(=O)c3ccc(Nc4nccc(-c5ccc6ccccc6c5)n4)cc3)cc2c1 | 97 | 100 | 82 | 102 | 101 | 86 | 107 | 101
CN(C)Cc1cccc(-c2ccccc2)c1O | 98 | 107 | 78 | 102 | 100 | 116 | 87 | 109
Cc1ccccc1NC(=O)N=Nc1c(O)[nH]c2ccccc12 | 102 | 98 | 89 | 101 | 103 | 102 | 94 | 108
COc1ccc(/C=N/NC(=O)c2cnc3nc[nH]n3c2=O)cc1 | 95 | 100 | 72 | 94 | 105 | 80 | 106 | 95
COc1ccc(CNc2nc3ccc(OC/C(=C\F)CN)cc3o2)cn1 | 93 | 91 | 101 | 77 | 101 | / | 58 | 96
COc1ccc(/C=C2\CCCC3=C2NC(C)=NC3c2ccc(OC)cc2)cc1 (stereo not drawn) | 93 | 89 | 77 | 105 | 88 | 84 | / | 86
CCOC(=O)/C(C#N)=C\N1CCN(C(=O)CCCl)c2ccccc21 | 87 | 97 | 81 | 112 | 106 | 101 | 96 | 98
C[n+]1ccncc1 | 103 | 103 | 102 | 109 | 89 | 98 | 101 | 97
CCn1cnc(C[C@H](NC(=O)[C@@H](NC(=O)Nc2cc(C(F)(F)F)cc(C(F)(F)F)c2)C(C)(C)C)C(=O)OC)c1 | -80*[100 µM] | -87*[100 µM] | / | -95*[100 µM] | -91*[100 µM] | / | / | -98*[100 µM]
O=C1CSC(c2ccccc2O)N1c1nnc(Cn2nnc3ccccc32)o1 (stereo not drawn) | 93 | 91 | 81 | 82 | 91 | 77 | 82 | 87
CCc1c(N)nc(N)nc1Nc1ccccc1C | 99 | 98 | / | 110 | 111 | 90 | 94 | 102
CC(=O)N1N=C(c2ccc(F)cc2)CC1c1ccc2c(c1)OCO2 (stereo not drawn) | / | 104 | 111 | 101 | 112 | 94 | 74 | 96
O=C(CC1(O)C(=O)Nc2ccccc21)c1cccnc1 (stereo not drawn) | 102 | 92 | 95 | 95 | 96 | 108 | 92 | 102
CCCCOc1ccc(NC(=O)c2sc3nc(C)ccc3c2N)cc1 | 0.1* | / | -37* | 22 | 60 | 42 | 6.1* | 3.7*
CCOC(=O)C(NC(C)=O)C(C)=O (stereo not drawn) | 94 | 96 | 91 | 99 | 107 | 104 | 104 | 106
C[n+]1c2ccccc2c(NC2CCNCC2)c2[nH]c3ccccc3c21 | 2.0* | 13 | / | 26 | 60 | -11* | 10 | 7.1*
COc1ccc(-c2c3c(C)nn(-c4ccccc4)c3nc3nc(C)[nH]c(=O)c23)cc1 | 77 | 98 | 87 | 101 | 108 | / | / | 87
CC(C)OC(=O)c1ccc2[nH]c(O)c(C(=Nc3ccc(N(C)C(=O)CN4CCN(C)CC4)cc3)c3ccccc3)c2c1 | -47* | -97* | 1.4* | -69* | -85* | 6.4* | -4.0* | -95*
CCOC(=O)N1CCN(c2nncc3ccccc23)CC1 | 100 | 99 | / | 104 | 110 | 97 | 107 | 103
N#Cc1c(-c2ccccc2)cc(-c2ccccc2)n(CCCCCC(=O)Nc2ccccc2N)c1=O | 71 | 26 | 52 | 82 | 80 | 6.3* | 51 | 21

Random excerpt: 5 records from the list
SMILES | A549/ATCC | LOX IMVI | HOP-92 | HOP-62 | M14 | CCRF-CEM | EKVX | SK-MEL-5
Cc1nn(-c2ccc(Cl)cc2)c2ncnc(N/N=C/c3cccc(O)c3)c12 | 68 | 17 | 30 | 50 | 50 | 14 | 52 | 39
COc1ccc2[nH]c(=O)c(/C=C/C(=O)c3ccc(Nc4nccc(-c5ccc6ccccc6c5)n4)cc3)cc2c1 | 97 | 100 | 82 | 102 | 101 | 86 | 107 | 101
COc1cc(/C=C2/C(=O)Nc3ccc(Cl)cc32)ccc1O | 96 | 78 | 65 | 83 | 82 | 77 | 14 | 68
O=C1c2ccccc2C23C(=C(Br)c4cc(Br)ccc42)CCCN13 (stereo not drawn) | 84 | 87 | 72 | 95 | / | 56 | 85 | 69
COc1ccc(/C=C2\CCCC3=C2NC(C)=NC3c2ccc(OC)cc2)cc1 (stereo not drawn) | 93 | 89 | 77 | 105 | 88 | 84 | / | 86
